Compound activity (PubChem)
TMEM16A act: activates or potentiates the mouse TMEM16A chloride channel. Q8BHY3. HEK293 TMEM16A/YFP-H148Q/I152L, iodide quench fluorescence; active compounds read low. B-score at 10 µM. 0.3% of 340,000 active;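 active = fluorescence-ratio B-score plate-corrected deviation score at least 3 library SD below zero, with starting fluorescence score within 5 deviations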;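 note: channel opened by trigger with iodide after compound preincubation; score built on the fluorescence ratio of max minus min over baseline; more negative score means more quench and so TMEM16A activation or potentiation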
KCNQ1 block: blocks the human KCNQ1 potassium channel; CHO-K1 KCNQ1, FluxOR thallium flux fluorescence; active compounds read high; B-score at 10 µM; 1.3% of 310,000 active;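 active = compounds whose thallium flux B-score, printed positive for inhibition, exceeds three library SD while starting fluorescence stays within three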;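 note: channel opened by potassium depolarization with thallium stimulus after 20 min compound exposure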
RGS4 inh: human RGS4 inhibition | 0.45% of 310,000 active | B-score at 10 µM | HEK293 M3R/RGS4 inducible, Fluo-4 calcium flux; active compounds read high; triggered by carbachol at its EC20 | P49798;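 active = B-score, a plate-corrected calcium signal, over three deviations above library mean, with baseline fluorescence within five deviations of library mean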;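 note: RGS4 expression induced by doxycycline in cells with stable M3 receptor; B-score is computed from the integrated fluorescence ratio over baseline after carbachol; higher B-score means a larger calcium signal and so more RGS4 inhibition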
RGS4 pot: RGS4 potentiation or activation; HEK293 M3R/inducible RGS4, carbachol calcium flux Fluo4; active compounds read low; B-score at 10 µM; 0.92% of 310,000 active;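 active = B-score of the integrated calcium signal more than 4 SD below the library mean, with starting fluorescence not abnormally high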;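 note: negative B-score means reduced calcium response which marks RGS4 activation or potentiation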
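Detection: kinetic calcium fluorescence imaging with Fluo4-AM dye, 2 µM / Material: HEK293 cells with stable M3R and inducible RGS4 / Schedule: recording 10 s baseline at 1 Hz, 100 s post-agonist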
KCNK3 inh: human KCNK3 channel inhibition, primary screen | O14649 | CHO-KCNK3 thallium flux, FluxOR fluorescence; active compounds read low | 0.84% of 340,000 active | B-score at 10 µM;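 active = B-score under library mean minus 4 SD, starting fluorescence ratio at most library mean plus 5 SD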;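 note: more negative B-score means stronger inhibition of thallium flux through KCNK3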
MrgX1 PAM: human MrgX1 positive allosteric modulation, primary screen; Q96LB2; MrgX1-HEK293, Fluo-4 calcium flux, FDSS; active compounds read high; B-score at 10 µM; 0.63% of 310,000 active; AID 588675;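 active = plate-corrected calcium response at least 3 library SD above typical, normal starting fluorescence, not activating the receptor alone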;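 note: compound read alongside a low EC10 to EC30 dose of BAM8-22 agonist; peak minus trough fluorescence over baseline measured at the second addition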
MrgX1 ag: activates human MrgX1 receptor signaling; MrgX1-HEK293 cells, Fluo-4 calcium fluorescence, agonist mode; active compounds read high; B-score at 10 µM; 0.44% of 310,000 active; Q96LB2;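 active = calcium response B-score plate-corrected fluorescence ratio at least 3 library SD, with starting fluorescence B-score inside 5 SD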
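Assay system: MrgX1-expressing HEK293 cells / Amount: fifteen thousand cells per well / Doses: test compound in the initial addition of three / Timing: cells plated overnight, dye loaded 0.5 h 37 °C, 0.5 h room temperature / Technique: kinetic calcium dye fluorescence, Fluo-4 NW / Control set: positive and negative controls per plate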
hERG rescue: compounds protecting human hERG from proarrhythmic drug block; 0.51% of 310,000 active; activation (rescue from dofetilide block), less the hit threshold, % at 10 µM; CHO-hERG, FluxOR thallium flux, dofetilide IC70 present; AID 1511; Q12809;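 active = activation above the mean of controls blocked by dofetilide plus 5 SD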;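 note: thallium influx through hERG after potassium depolarization seen as dye fluorescence rise; in these data hits start at about 4.7%; inactives centre near -7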
Target sequence (Q12809 whole entry, looked up): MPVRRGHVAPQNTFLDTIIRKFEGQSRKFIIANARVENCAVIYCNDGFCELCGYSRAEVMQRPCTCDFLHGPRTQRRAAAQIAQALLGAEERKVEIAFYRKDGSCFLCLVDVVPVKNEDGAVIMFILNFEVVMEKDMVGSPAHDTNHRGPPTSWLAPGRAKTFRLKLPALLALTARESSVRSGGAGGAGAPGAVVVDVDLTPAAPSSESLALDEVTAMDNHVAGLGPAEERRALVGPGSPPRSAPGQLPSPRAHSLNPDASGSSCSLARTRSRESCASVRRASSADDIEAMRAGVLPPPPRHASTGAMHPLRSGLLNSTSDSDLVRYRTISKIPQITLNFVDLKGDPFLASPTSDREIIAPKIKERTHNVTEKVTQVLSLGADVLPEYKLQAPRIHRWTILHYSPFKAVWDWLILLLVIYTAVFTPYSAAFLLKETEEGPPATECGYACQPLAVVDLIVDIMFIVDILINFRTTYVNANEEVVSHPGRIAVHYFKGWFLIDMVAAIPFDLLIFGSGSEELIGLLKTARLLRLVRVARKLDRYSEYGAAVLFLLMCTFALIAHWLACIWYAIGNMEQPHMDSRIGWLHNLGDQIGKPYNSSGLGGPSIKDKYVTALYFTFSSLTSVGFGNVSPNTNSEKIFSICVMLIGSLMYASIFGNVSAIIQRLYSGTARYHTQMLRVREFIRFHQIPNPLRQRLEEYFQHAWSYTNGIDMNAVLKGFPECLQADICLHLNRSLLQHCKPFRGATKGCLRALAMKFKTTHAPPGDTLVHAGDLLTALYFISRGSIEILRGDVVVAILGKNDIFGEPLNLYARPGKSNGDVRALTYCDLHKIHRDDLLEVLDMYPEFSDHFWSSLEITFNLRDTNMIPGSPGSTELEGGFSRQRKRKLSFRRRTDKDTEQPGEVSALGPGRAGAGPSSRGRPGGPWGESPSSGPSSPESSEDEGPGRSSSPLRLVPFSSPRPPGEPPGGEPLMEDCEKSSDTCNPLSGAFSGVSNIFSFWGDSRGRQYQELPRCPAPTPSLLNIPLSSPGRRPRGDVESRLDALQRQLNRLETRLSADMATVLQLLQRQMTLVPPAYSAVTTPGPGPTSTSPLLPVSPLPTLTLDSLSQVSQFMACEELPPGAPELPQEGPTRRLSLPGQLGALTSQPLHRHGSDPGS
KCNQ1 act: potentiates or activates the human KCNQ1 potassium channel; P51787; CHO-K1 KCNQ1, thallium flux FluxOR fluorescence; active compounds read high; B-score at 10 µM; 0.35% of 310,000 active;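 active = fluorescence ratio B-score, a plate-corrected score, at least three library SD, with initial intensity B-score within 5 SD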
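Doses: Single concentration per compound, DMSO matched to controls | Test system: KCNQ1-transfected CHO-K1 cells | Timing: 90 min dye loading and 20 min compound exposure, both at room temperature | Measured by: Kinetic FluxOR thallium fluorescence, 10-s 1-Hz baseline, 110-s post-stimulus read | Medium: Assay buffer with matched DMSO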
KCNK9 inh: inhibitors of human KCNK9 two-pore domain potassium channel. B-score at 10 µM. 1.2% of 310,000 active. Q9NPC2. HEK293 KCNK9, FluxOR thallium flux fluorescence; active compounds read low;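 active = ratio B-score over 3 SD below the library mean, with starting fluorescence within 5 SD of its mean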;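 note: negative B-score means less thallium flux so channel inhibition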
TMEM16A inh: mouse TMEM16A channel inhibition, primary screen; Q8BHY3; HEK293 TMEM16A/YFP iodide influx fluorescence, ionomycin; normalized B-score (activity score, 25-100; higher = stronger inhibition) at 10 µM; 1.2% of 310,000 active; AID 588511;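 active = ratio plate-corrected score three or more library SD toward inhibition, starting fluorescence score within five deviations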;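 note: score derived from kinetic fluorescence span divided by baseline fluorescence per well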
* marks the source's active call; other numbers are inactive results; i = inactive; / = no result given.

Value order: TMEM16A act, KCNK9 inh, hERG rescue, KCNQ1 block, TMEM16A inh, RGS4 inh, KCNQ1 act, MrgX1 ag, RGS4 pot, MrgX1 PAM, KCNK3 inh
- O=C(CSc1nccn1-c1ccccc1)c1ccc(Cl)cc1
  i, i, -8.2, i, i, i, i, i, i, i, i
- Cc1oc(-c2ccccc2Cl)nc1CS(=O)CC(=O)NCCCN1CC(C)CC(C)C1 (centres undefined)
  i, i, -8.1, i, i, i, i, i, i, i, i
- O=[N+]([O-])c1cccc(/C=N/N2CCN(Cc3ccccc3)CC2)c1
  i, i, -5.3, i, i, i, i, i, i, i, i
- CCc1ccc(NC(=O)N(CCCOC(C)C)C2CCN(C(C)=O)CC2)cc1
  i, i, -2.0, i, i, i, i, i, i, i, i
- CCN(CCCNC(=O)C1CCN(S(=O)(=O)CC)CC1)c1cccc(C)c1
  i, i, -4.4, i, i, i, i, i, i, i, i
- Cc1ccc(/C=N/n2c(-c3cccnc3)n[nH]c2=S)s1
  i, i, -6.4, i, i, i, i, i, i, i, i
- COc1cc(/C=C2/C(=O)ON=C2C)cc(Cl)c1O
  i, i, -5.4, i, i, i, i, 40.5*, i, i, i
- Nc1nonc1-n1nnc(C(=O)N/N=C/c2ccc3c(c2)OCO3)c1-c1ccccc1
  i, i, -3.8, i, i, i, i, i, i, i, i
- Cc1nn(-c2ccccc2)c(Cl)c1C(=O)NCc1cccs1
  i, i, -7.5, i, i, i, i, i, i, i, i
- OC1CCCN(Cc2cn(Cc3ccccc3)nc2-c2cc3ccccc3o2)C1 (centres undefined)
  i, i, -15.4, i, i, i, i, i, i, i, i
- O=C(CSc1ccc(-c2ccccn2)nn1)NCc1ccccc1
  i, i, 0.2, i, i, i, i, i, i, i, i
- C=CCNC(=O)COC(=O)C1CCN(S(=O)(=O)c2ccc3c(c2)OCCO3)CC1
  i, i, -1.8, i, i, i, i, i, i, i, i
- Cc1cccc2cc(CN(Cc3ccc4c(c3)OCO4)Cc3nnnn3C3CCCC3)c(=O)[nH]c12
  i, i, -8.3, i, i, i, i, i, i, i, i
- CCC(C)NC(=O)Nc1ccc(F)c(Cl)c1 (centres undefined)
  i, i, -9.8, i, i, i, i, i, i, i, -9.96*
- OC(CNC1CCCC1)COc1ccc(F)cc1 (centres undefined)
  i, i, -2.0, i, i, i, i, i, i, i, i
- CC(O)C(C(=O)OCc1ccc([N+](=O)[O-])cc1)N1C(=O)c2ccccc2C1=O (centres undefined)
  i, /, /, /, i, /, /, i, /, i, i
- COc1ccc(OC)c(C2C(C(=O)Nc3ccc(F)cc3)=C(C)Nc3nc(CCCO)nn32)c1 (centres undefined)
  i, /, /, /, i, /, /, i, /, i, i
- COc1ccccc1/C=C1\SC(=S)N(CCC(=O)NCCCn2ccnc2)C1=O
  i, i, -7.2, i, i, i, i, i, i, i, i
- O=S(=O)(c1ccc(F)cc1)N1CCC(n2cnc3ccccc32)CC1
  i, i, -6.0, i, i, i, i, i, i, i, i
- COc1cc2ccc(=O)oc2cc1OCC(O)C(C)(C)O (centres undefined)
  i, i, -2.8, i, i, i, i, i, i, i, i
- O=C(O)c1cc([N+](=O)[O-])c(Sc2nc3ccccc3[nH]2)c([N+](=O)[O-])c1
  i, i, -7.9, i, i, i, i, i, i, i, i
- Cc1ccc(C(=O)OC2CCS(=O)(=O)c3sccc32)cc1 (centres undefined)
  i, i, -9.9, i, i, i, i, i, i, i, i
- COc1ccc(-c2nc3c4ccccc4ccn3c2C=O)cc1
  i, i, -0.8, i, i, i, i, i, i, i, i
- CC(C)CN(C(=O)c1cccc(F)c1)c1c(N)n(CC(C)C)c(=O)[nH]c1=O
  i, i, -2.8, i, i, i, i, i, i, i, i
- COc1ccccc1CN1CCC(CNS(=O)(=O)c2cc(-c3cc(C)no3)ccc2C)CC1
  i, i, -11.2, i, i, i, i, i, i, i, i
- NC(=O)CC(NC(=O)Cc1ccc(Cl)cc1)c1ccc(NCC2CC2)c([N+](=O)[O-])c1 (centres undefined)
  i, i, -5.1, i, i, i, i, i, i, i, i
- CCCN1CCN(C(=S)Nc2ccccc2C(F)(F)F)CC1
  i, i, -6.8, i, i, i, i, i, i, i, i
- On1nnc2cc(C(F)(F)F)ccc21
  i, i, -7.1, i, i, i, i, i, i, i, i
- Cc1cc(N2CCN(C)CC2)ccc1NC(=O)c1c2c(nc3ccccc13)CCN(Cc1ccccc1)C2
  i, i, -7.4, i, i, i, i, i, i, i, i
- Cc1ccc(SCC(=O)NCCC2=CCCCC2)cc1
  i, i, -9.8, i, i, i, i, i, i, i, i
- CCOC(=O)C1=C(C)NC(=S)NC1c1cccs1 (centres undefined)
  i, i, -5.7, i, i, i, i, i, i, i, i
- COCCn1cnnc1SCC(=O)c1ccc(S(=O)(=O)N2CCCC2)cc1
  i, i, -3.6, i, i, i, i, i, i, i, i
- Cc1nn(Cc2ccccc2)c2c1C(c1ccco1)C(C#N)=C(N)O2 (centres undefined)
  i, i, -6.9, i, i, i, i, i, i, i, i
- CN(CC(=O)Nc1ccccc1Br)Cc1nc2ccccc2c(=O)[nH]1
  i, i, -6.6, i, i, i, i, i, i, i, i
- Cc1ccc(C)c(NC(=O)c2ccc(OC(=O)c3ccco3)cc2)c1
  i, i, -12.3, i, i, i, i, i, i, i, i
- CC(OC(=O)c1cccnc1Cl)C(=O)Nc1ccc(S(N)(=O)=O)cc1 (centres undefined)
  i, i, -12.1, i, i, i, i, i, i, i, i
- CCOc1ccc(CN2CCN(C(=O)c3ccco3)CC2)cc1
  i, i, -5.3, i, i, i, i, i, i, i, i
- Cc1ccc(S(=O)Cc2ccc(C(=O)N3CCN(C4CCCCC4)CC3)o2)cc1 (centres undefined)
  i, i, -7.0, i, i, i, i, i, i, i, i
- NS(=O)(=O)c1cccc(NC(=O)CSc2nc3ccccc3[nH]2)c1
  i, i, -10.7, i, i, i, i, i, i, i, i
- CCCCn1c(=O)[nH]c(=O)c2c(C(=O)OCC)cc(-c3cccs3)nc21
  i, i, -5.4, i, i, i, i, i, i, i, i
- CSc1cccc(NC(=O)Nc2ccccc2)c1
  i, i, -4.6, i, i, i, i, i, i, i, i
- CC1CCC(=NNc2ccc(C(F)(F)F)cc2[N+](=O)[O-])CC1 (centres undefined)
  i, i, -7.1, i, i, i, i, i, i, i, i
- CCC(Oc1ccc(C)cc1)C(=O)Nc1ccc(S(=O)(=O)Nc2cc(C)on2)cc1 (centres undefined)
  i, i, -4.4, i, i, i, i, i, i, i, i
- C=CCn1c(C)c(C(C)=O)cc(NC(=O)c2ccccc2)c1=O
  i, i, -9.4, i, i, i, i, i, i, i, i
- COC(=O)N/N=C/c1ccc(-c2ccc(C)c(Cl)c2)o1
  i, i, -2.6, i, i, i, i, i, i, i, i
- COc1ccc(O)c(C(=O)c2cnc3c(c2)c(-c2ccc(F)cc2)c(C#N)c(=O)n3C)c1
  i, i, -9.8, i, i, i, i, i, i, i, i
- C=CCn1c(O)c(N=NC(=O)CNC(=O)/C=C/c2ccc(OC)cc2)c2ccccc21
  i, i, -11.3, i, i, i, i, i, i, i, i
- Cc1cc(=O)oc2cc(OCC3CC(c4ccc(Br)cc4)=NO3)ccc12 (centres undefined)
  i, i, -11.4, i, i, i, i, i, i, i, i
- CCOc1ccc(NC(=O)CCC(=O)N/N=C/c2ccc3c(c2)OCO3)cc1
  i, i, -8.1, i, i, i, i, i, i, i, i
- CC(=O)N1CCc2cc(S(=O)(=O)N3CCCCC3C)ccc21 (centres undefined)
  i, i, -10.0, i, i, i, i, i, i, i, i
- O=C1CCC(C(=O)N2CCC(CCO)CC2)CN1Cc1ccc(Cl)cc1 (centres undefined)
  i, i, -11.2, i, i, i, i, i, i, i, i
- COc1ccccc1C1(CCNS(=O)(=O)c2ccc(C)cc2)CCOC(C(C)C)C1 (centres undefined)
  i, i, -8.1, i, i, i, i, i, i, i, i
- CCN(CC)CCNC(=O)Cn1nc(Cc2cccnc2)c2ccccc2c1=O
  i, i, -6.8, i, i, i, i, i, i, i, i
- O=C(c1ccccc1)c1c[nH]c(C(=O)NCCCn2ccnc2)c1
  i, i, -11.8, i, i, i, i, i, i, i, i
- Cc1ccc(N(C(C)C(=O)NCc2ccncc2)S(C)(=O)=O)cc1C (centres undefined)
  i, i, -2.6, i, i, i, i, i, i, i, i
- O=C1c2ccccc2NC(c2cnc3ccccc3n2)N1O (centres undefined)
  i, i, -8.4, i, i, i, i, i, i, i, i
- CCN(Cc1ccccc1)C(=O)C1CCN(C(=O)Nc2ccccc2)CC1
  i, i, -8.3, i, i, i, i, i, i, i, i
- Cc1cccc(NC(=O)Nc2ccncc2)c1
  i, i, -10.8, i, i, i, i, i, i, i, i
- O=C(Nc1ccccc1C(=O)NC1CCCCC1)c1ccco1
  i, i, -8.2, i, i, i, i, i, i, i, i
- CC(=O)Nc1cccc2c1C(=O)N(c1ccccc1OC(C)=O)C2=O
  i, i, 1.1, i, i, i, i, i, i, i, i

Continued:
Value order: TMEM16A act, KCNK9 inh, hERG rescue, KCNQ1 block, TMEM16A inh, RGS4 inh, KCNQ1 act, MrgX1 ag, RGS4 pot, MrgX1 PAM, KCNK3 inh
- O=C(c1ccc2c(c1)OCCO2)N1CCN(c2ncc(C(F)(F)F)cc2Cl)CC1
  i, i, -7.6, i, i, i, i, i, i, i, i
- Cc1ccnc(NC(=S)NC(=O)c2cccs2)c1
  i, i, -4.5, i, i, i, i, i, i, i, i
- Cc1cc(OC(=O)c2ccccc2Cl)ccc1N1C(=O)CCC1=O
  i, i, -18.5, i, i, i, i, i, i, i, i
- O=C(C[n+]1ccccc1)NNc1ccccc1
  i, i, -1.7, i, i, i, i, i, i, i, i
